Screens as filed in PubChem BioAssay.
D1 agonist – human D1 receptor agonism; 1% of 360,000 active; activation, % at 2 µM; AID 504660; HEK293 T-REx D1 cells, calcium flux, agonist mode; P21728; note: 0% is about no effect
Target sequence (P21728 whole entry, looked up): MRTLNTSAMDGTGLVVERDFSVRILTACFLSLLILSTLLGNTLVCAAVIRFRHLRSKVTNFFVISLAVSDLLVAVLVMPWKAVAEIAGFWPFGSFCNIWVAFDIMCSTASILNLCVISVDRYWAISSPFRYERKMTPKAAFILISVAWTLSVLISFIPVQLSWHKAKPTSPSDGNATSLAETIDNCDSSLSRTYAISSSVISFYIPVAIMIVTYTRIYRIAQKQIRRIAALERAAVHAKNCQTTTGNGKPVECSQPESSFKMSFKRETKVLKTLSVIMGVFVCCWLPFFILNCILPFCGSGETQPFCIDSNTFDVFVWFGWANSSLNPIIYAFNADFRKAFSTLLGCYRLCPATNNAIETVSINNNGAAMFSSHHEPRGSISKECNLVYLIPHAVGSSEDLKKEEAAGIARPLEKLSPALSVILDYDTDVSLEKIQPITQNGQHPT
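Tetracycline-induced HEK293 TREx D1 cells, force-coupled to calcium signalling, were dye-loaded with a no-wash calcium kit. Compound was pin-added after a 10 s baseline. Fluorescence was read kinetically at 1 cycle/s for 180 s, with calcium rises flagged as agonism.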
D2 PAM – positive allosteric modulators of human D2 dopamine receptor; P14416; HEK293 T-REx D2, calcium flux, EC20 dopamine potentiation; potentiation, % at 10 µM; 0.34% of 340,000 active;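 active = potentiation over 3 SD above the plate norm, cut at about 30% in these data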; note: 0% is about no effect
Target sequence (P14416 whole entry, looked up): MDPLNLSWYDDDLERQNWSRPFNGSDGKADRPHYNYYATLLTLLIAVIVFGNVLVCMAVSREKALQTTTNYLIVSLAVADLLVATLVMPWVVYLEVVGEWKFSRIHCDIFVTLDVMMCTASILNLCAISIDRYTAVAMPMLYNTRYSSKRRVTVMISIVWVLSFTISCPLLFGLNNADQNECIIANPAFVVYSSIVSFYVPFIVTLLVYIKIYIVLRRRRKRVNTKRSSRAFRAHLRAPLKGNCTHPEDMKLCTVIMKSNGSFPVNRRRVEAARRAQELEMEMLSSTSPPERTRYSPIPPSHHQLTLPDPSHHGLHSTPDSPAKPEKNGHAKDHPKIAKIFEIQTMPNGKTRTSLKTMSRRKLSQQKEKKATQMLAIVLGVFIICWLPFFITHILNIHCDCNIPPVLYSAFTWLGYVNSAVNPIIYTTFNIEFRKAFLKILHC
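Tetracycline-induced HEK293 T-REx cells force-coupled to calcium signalling expressed D2; compounds were pin-added after a 10 s baseline, read kinetically 180 s, then an EC20 dopamine challenge followed with a further 180 s calcium read.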
TRHR PAM – TRH receptor (human) allosteric enhancement; 0.66% of 360,000 active; AID 493056; P34981; enhancement, % at 2 µM; TRHR cells, fluo-8 calcium fluorescence, EC20 TRH enhancement; in the data active = enhancement above about 30%; note: 0% is about no effect
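Enhancer read-out: after compound pinning and an initial kinetic agonist-mode read, an EC20 of TRH (10 nM final) was injected and fluo-8 calcium signal (Ex 480/Em 530) followed at 1 s/cycle for 100 cycles in TRHR-expressing cells.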
RXFP1 antag – antagonists of human relaxin receptor RXFP1; 0.59% of 350,000 active; HEK293-RXFP1, relaxin-stimulated cAMP HTRF, 30 min; stronger effect = lower value; AID 1259400; activity change, negative = inhibition, % at 57.5 µM; Q9HBX9;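 active = activity change of -60% or lower, but not beyond a set lower limit; inconclusive = change between -60% and -40%, or beyond the set limit; inactive = change above -40%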; note: % is set by controls: 0 for no effect and ±100 for the full control effect
D2 agonist – activates the human D2 dopamine receptor; P14416; 0.53% of 340,000 active; activation, % at 2 µM; HEK293 T-REx D2 cells, calcium flux agonist mode;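 active = activation over 3 SD above normal in the single-dose calcium agonist read, cut at about 30% in these data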; note: 0% is about no effect
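Calcium-flux readout, 1 cycle/sec over 180 s following compound pin transfer, in inducible HEK293 Trex D2 cells (force-coupled); dopamine controls included. Positive calcium responses during this window marked compounds as potential agonists.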
D2 antagonist – D2 dopamine receptor (human) antagonism. inhibition, % at 10 µM. HEK293 TREx D2 cells, calcium flux, dopamine EC80. P14416. 2% of 340,000 active; in the data active = inhibition above about 30%; note: 0% is about no effect
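Dopamine at EC80 is the agonist stimulus; test compounds precede it by 180 s. Calcium flux read kinetically in a force-coupled, inducible HEK293 T-REx D2 cell line.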
D1 antag – human D1 dopamine receptor antagonism; activity change, negative = inhibition, % at 10 µM; HEK293 TREx D1 cells, calcium flux, dopamine EC80; stronger effect = lower value; 3.2% of 360,000 active; P21728; in the data active = activity change below about -30%; note: % is set by controls: 0 for no effect and ±100 for the full control effect
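Using tetracycline-induced force-coupled D1 Hek293 cells and a calcium dye, signals were followed for 180 s after compound, then for 180 s after EC80 dopamine, to detect inhibitors.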
D1 PAM – human D1 dopamine receptor positive modulation; potentiation, % at 10 µM; 0.036% of 360,000 active; HEK293 TREx D1 cells, calcium flux, dopamine EC20 potentiation; AID 504651; P21728; in the data active = potentiation above about 30%; note: 0% is about no effect
TRHR agonist – TRH receptor (human) agonism; TRHR cells, calcium flux fluo-8, FDSS agonist mode; activation, % at 2 µM; 0.18% of 360,000 active; P34981; note: 0% is about no effect
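Read-out: compound-evoked intracellular calcium rise in TRHR cells, fluo-8 dye, kinetic FDSS fluorescence at 1 s/cycle following a 10-cycle baseline. Cells cultured overnight before dye loading (30 min–1.5 h, RT).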
Numbers without * were called inactive; u = inconclusive; x = not tested or not shown; & = joins results of further samples. Cut-off read from the data, not from the text of the source, unless noted: active = activation above about 30%; inactive = the rest.

SMILES | D1 agonist | D2 PAM | TRHR PAM | RXFP1 antag | D2 agonist | D2 antagonist | D1 antag | D1 PAM | TRHR agonist
Cn1c(=O)c2c(SCC(=O)NCc3ccco3)nc(-c3ccccc3)nc2n(C)c1=O | 2 | 15 | -6 | -7 | x | x | -5 | 0 | 0.1
CCNC(=O)/C(C#N)=C/c1c(N2CC(C)OC(C)C2)nc2ccccn2c1=O (centres undefined) | 4 | -4 | 3 | -13 | 0.5 | 7 | -2 | 1 | 0.9
CN(C)S(=O)(=O)c1ccc(C(=O)Nc2ccc(S(=O)(=O)NC3=NCCCCC3)cc2)cc1 | 7 | -5 | -3 | -6 | -0.8 | -1 | -6 | 3 | 0.3
CCOC(=O)c1c(NC(=O)C2CCCN(S(=O)(=O)c3ccccc3)C2)sc2c1CCCC2 (centres undefined) | 0 | 16 | 6 | 8 | 0.7 | -9 | 10 | 3 | 0.0
COc1ccccc1C(=O)NC(=O)COC(=O)c1ccc([N+](=O)[O-])cc1Cl | -2 | 11 | -3 | -9 | -0.5 | -18 | -11 | -1 | 0.2
CC(C)(C)c1ccc(C(=O)N2CCN(C(=O)c3ccco3)CC2)cc1 | 5 | -8 | -3 | -20 | -0.2 | -1 | -30* | -3 | 0.9
O=C(Cc1ccccc1)Nc1nnc(-c2ccccc2)o1 | 3 | -2 | 19 | x | 0.2 | 0 | 0 | 1 | -0.3
COC(=O)Cc1[nH]c(Cl)nc1C(N)=O | 2 | -6 | 15 | -5 | 1.1 | 6 | 20 | -2 | 0.1
N#CC(C#N)=C1C=CC=CN1/C(=C\c1ccco1)C(=O)c1ccc(-c2ccccc2)cc1 | 1 | 23 | -1 | -35 | 0.0 | 2 | -20 | -5 | -0.4
CC(C)CCN1CCN(Cc2cnc(-c3ccccc3)s2)CC1CCO (centres undefined) | 4 | 10 | -3 | -19 | 0.6 | -2 | -4 | -2 | 0.8
COc1cccc(CNC(=O)C2CCC(CNS(=O)(=O)c3ccc(Br)s3)CC2)c1 (centres undefined) | 2 | 19 | 0 | -11 | x | x | 2 | -1 | -1.1
O=C(CCc1nnc(CCc2ccccc2)o1)N1CCCCC1CCn1cccn1 (centres undefined) | 0 | 0 | -3 | -3 | -0.1 | -10 | -2 | -1 | -0.3
CC1=NN(c2ccccc2)C(=O)/C1=C\c1cn(C)c2ccccc12 | 3 | 2 | -1 | 7 | 1.9 | -8 | 5 | 1 | -1.0
COc1ccc(C)cc1NC(=O)c1nn(C)c(C(=O)Nc2cc(C)ccc2OC)c1[N+](=O)[O-] | 2 | -13 | -3 | 4 | -0.5 | 1 | -12 | 0 | 0.1
O=C(NCC(F)(F)F)Nc1ccccn1 | 2 | -5 | -7 | 1 | -0.5 | 13 | 3 | -1 | 0.1
Cc1cc(SCC(=O)Nc2cccc(S(=O)(=O)NC3=NCCCCC3)c2)nc2ccccc12 | 9 | 9 | 6 | 8 | -0.2 | -1 | -7 | -4 | -0.2
COc1ccc(NC(=O)CSc2cc(C)ccc2C)cn1 | 2 | -3 | 2 | 15 | 0.2 | 23 | -8 | 2 | -2.2
COc1ccc(-n2nc(C(=O)Nc3ccccc3OC)c3c4ccccc4n(C)c3c2=O)cc1Cl | 2 | -8 | -1 | -12 | -0.9 | x | -19 | -5 | 0.0
Cc1ccc(OCCN(C)C(=O)c2cc(COc3ccc(F)cc3F)on2)cc1 | 16 | -2 | -2 | -1 | 0.4 | -3 | 7 | 0 | 0.4
Cc1ccccc1-n1c(SCC(=O)N2CCCCC2)nc(O)cc1=O | 2 | -3 | -8 | -12 | -1.7 | 16 | 20 | -7 | -0.2
O=C(COc1ncnc2c(Cl)cc(Cl)cc12)NCCC1=CCCCC1 | 1 | -4 | -4 | -9 | -1.0 | 14 | 1 | 15 | -0.4
O=C(Nc1ncccc1O)c1cccc(S(=O)(=O)N2CCN(c3ccc(F)cc3)CC2)c1 | 5 | 6 | -5 | u | 0.8 | -13 | -24 | -4 | 0.5
CCOC(=O)c1sc(NC(=O)CSc2nc3c(c(=O)n2-c2ccccc2)SCC3)c(C(=O)OCC)c1C | -1 | 2 | 11 | x | -1.1 | 1 | 20 | -3 | 0.5
Cc1noc(C)c1CSCC(=O)N(C)CC(=O)Nc1ccc(F)cc1 | 3 | -5 | 3 | -11 | 0.1 | 17 | -1 | 4 | 0.5
Cc1cc(C)nc(NC(=NCCc2c[nH]c3ccccc23)NC(=O)c2ccco2)n1 | 1 | 2 | -1 | -3 | 0.5 | 4 | -8 | -3 | -1.4
CN(c1ccc(C(=O)N2CCCCCC2)cc1)S(=O)(=O)c1ccc(Cl)cc1 | 17 | 6 | -10 | -10 | -0.4 | -12 | -38* | -8 | -0.7
Cc1cc(NS(=O)(=O)c2ccc(NC(=O)COc3ccc(Br)cc3C)cc2)no1 | 1 | -5 | 4 | x | -1.6 | x | 4 | -1 | -1.1
CCOC(=O)c1[nH]cnc1C(=O)NC1CCCCC1 | 0 | -4 | 17 | 14 | -1.5 | -8 | -5 | -1 | 0.1
CCOC(=O)c1c(CN2CCOCC2)oc2ccc(OC(C)=O)cc12 | 2 | x | 0 | -28 | x | x | -11 | 0 | 0.1
Cc1cccc(CNC(=O)c2ccc3nc(Cc4ccccc4F)oc3c2)n1 | 4 | -9 | -2 | -8 | 0.0 | -7 | -19 | -3 | 0.8
Cc1ccccc1C(=O)N1CC(=O)Nc2ccc(F)cc2C1c1ccc(F)cc1 (centres undefined) | 2 | -3 | 2 | -1 | 1.5 | 3 | 9 | -3 | 1.4
Cc1ccc(-c2nnc(Nc3cccc(O)c3)c3ccccc23)cc1S(=O)(=O)N1CCN(C)CC1 | -1 | 13 | 13 | -2 | -1.2 | x | -11 | 4 | -0.5
CCOC(=O)C1=C(O)/C(=C\c2ccc(OC)c(OC)c2)N=C1C | 0 | 12 | -6 | 0 | 0.3 | -7 | 6 | -7 | 0.6
O=C(N/N=C/c1ccccn1)c1ccc(NC(=O)c2ccccc2Cl)cc1 | 2 | 5 | -8 | -6 | 0.0 | -4 | -5 | -5 | -0.4
O=C(COC(=O)C1CC1)NC(=O)c1ccccc1 | 2 | 4 | 0 | 2 | -1.5 | 3 | 6 | 0 | -0.1
COc1ccc(Cc2nc3ccc(C(=O)NCCc4ccccc4)cc3o2)cc1 | 17 | 6 | -2 | -32 | x | x | -1 | -2 | 1.0
O=C(CN(C(=O)CSc1nnc(COc2ccccc2)o1)c1ccc(F)cc1)NC1CCCCC1 | 0 | 16 | 2 | -20 | -0.7 | -5 | 1 | -7 | 0.3
COc1ccc(OCc2cc(C(=O)NC3CCc4ccccc43)no2)c(Cl)c1 (centres undefined) | 28 | -23 | 12 | -8 | 58* | -12 | 2 | -2 | 2.8
CCOc1ccccc1NC(=O)CSc1nnc(CNC(=O)c2ccccc2F)o1 | 4 | -4 | -1 | -8 | -0.6 | -4 | -6 | -2 | -0.4
COCCNC(=S)N(Cc1cccs1)Cc1cc2cccc(C)c2[nH]c1=O | 7 | 16 | 2 | -7 | 0.2 | -7 | -3 | -4 | -1.0

Exported tab-delimited: part of the list above.
smiles	D1 agonist	D2 PAM	TRHR PAM	RXFP1 antag	D2 agonist	D2 antagonist	D1 antag	D1 PAM	TRHR agonist
CN(c1ccc(C(=O)N2CCCCCC2)cc1)S(=O)(=O)c1ccc(Cl)cc1	17	6	-10	-10	-0.4	-12	-38*	-8	-0.7
Cc1cc(NS(=O)(=O)c2ccc(NC(=O)COc3ccc(Br)cc3C)cc2)no1	1	-5	4	x	-1.6	x	4	-1	-1.1

Complete entries as entered above. Values in the order: D1 agonist	D2 PAM	TRHR PAM	RXFP1 antag	D2 agonist	D2 antagonist	D1 antag	D1 PAM	TRHR agonist
O=C(NCC(F)(F)F)Nc1ccccn1 is entered as 2	-5	-7	1	-0.5	13	3	-1	0.1
CCOC(=O)c1c(NC(=O)C2CCCN(S(=O)(=O)c3ccccc3)C2)sc2c1CCCC2 (centres undefined) is entered as 0	16	6	8	0.7	-9	10	3	0.0
O=C(CN(C(=O)CSc1nnc(COc2ccccc2)o1)c1ccc(F)cc1)NC1CCCCC1 is entered as 0	16	2	-20	-0.7	-5	1	-7	0.3
O=C(N/N=C/c1ccccn1)c1ccc(NC(=O)c2ccccc2Cl)cc1 is entered as 2	5	-8	-6	0.0	-4	-5	-5	-0.4
COCCNC(=S)N(Cc1cccs1)Cc1cc2cccc(C)c2[nH]c1=O is entered as 7	16	2	-7	0.2	-7	-3	-4	-1.0

Continued:
SMILES | D1 agonist | D2 PAM | TRHR PAM | RXFP1 antag | D2 agonist | D2 antagonist | D1 antag | D1 PAM | TRHR agonist
CCCOC(=O)C(=O)NNc1ccccc1 | 2 | -3 | 32* | -6 | 3.5 | -24 | -4 | -13 | 0.2
CC(C)CC(=O)N1CCN(C(=O)c2ccc(-c3ccccc3)cc2)CC1 | 1 | -1 | 31* | 7 | 0.0 | -15 | -11 | 10 | 0.2
Cc1csc2nc(CNS(=O)(=O)N(C)C)cn12 | 1 | 2 | 6 | 12 | 2.8 | 28 | -72* | x | 0.1
CCNC(=O)COc1cc(C)c(Br)c(C)c1 | 1 | 4 | -3 | 2 | -0.4 | -4 | 16 | -2 | 0.6
Cc1ccc(N2CC(NC(=O)Cc3cccs3)CC2=O)cc1 (centres undefined) | 0 | -9 | -5 | -10 | x | x | x | 0 | -0.3
CCC(C)(C)NC(=O)CN(Cc1cccs1)C(=O)C(=O)Nc1ccc2c(c1)OCCO2 | 2 | -1 | -2 | -4 | 0.6 | 3 | -3 | -2 | -0.2
CSc1ccc(C(c2c(C)[nH][nH]c2=O)c2c(C)[nH][nH]c2=O)cc1 | 2 | 19 | 2 | -13 | 0.4 | -12 | -5 | 4 | 0.5
COc1cc([N+](=O)[O-])ccc1NC(=O)Oc1ccc(NC(C)=O)cc1 | 2 | -12 | -4 | 11 | -1.4 | -10 | 53 | -3 | 0.4
Cc1ccccc1NC(=S)Nc1cccc2cnccc12 | 4 | x | -1 | 1 | x | x | -13 | -5 | -0.1
CCc1ccc(CNC(=O)c2ccc(-n3c(C)cc4c3CCC(C)C4)cc2)cc1 (centres undefined) | 0 | 4 | 5 | -12 | -1.5 | x | -9 | 3 | -0.9
Cn1c(=O)oc2cc(S(=O)(=O)N3CCC(C(=O)NCc4ccccc4)CC3)ccc21 | 2&-2 | 8&-1 | -5&-1 | 11 | -0.6&0.6 | 11 | -8&-2 | -9&-2 | 0.7&0.9
O=C(CSC(=S)N1CCCC1)N1CCN(S(=O)(=O)c2cccc(F)c2)CC1 | 1 | x | 20 | -18 | x | x | -16 | -6 | 0.3
Cc1ccc(CC(=O)Nc2ncc([N+](=O)[O-])s2)cc1 | 12 | 4 | -10 | -6 | 1.8 | 17 | -39* | -7 | 1.2
Cc1c(C(=O)NCC(c2ccco2)N(C)C)oc2c(Cl)cccc12 (centres undefined) | 0 | 0 | 2 | -28 | -0.2 | 12 | 14 | 4 | 0.0
CCOc1ccccc1NC(=O)C(CC)Sc1nc2ncccc2[nH]1 (centres undefined) | 1 | -17 | 4 | 20 | 0.1 | x | 1 | 0 | 0.1
O=C(NC1CC1)C(Cc1ccccc1)NS(=O)(=O)c1ccccc1F (centres undefined) | 1 | 0 | 12 | -11 | 1.2 | -20 | 1 | -3 | -0.7
